Source: PubChem (National Center for Advancing Translational Sciences (NCATS))
IMPase Li inh: cell-permeable IMPase inhibitors with lithium potentiation; CHO-M1 cells, IP1 TR-FRET (IP-One), carbachol + lithium; Potency, µM (top dose mostly 59.4 µM), for inactives: top-dose activity, negative = IMPase inhibition, usual class: inhibitors; 210,000 compounds, 0.35% hits;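 further: IP1 builds up when IMPase is blocked and the TR-FRET signal falls; potency means the concentration at half of the fitted maximal effect; plate controls were basal vehicle for no effect and high inhibitor control for full effect; nearly all actives have a fitted effect of over 50% in size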
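Readout is a homogeneous TR-FRET IP1 immunoassay (Ex 320, Em 665 and 620), where raised cytosolic IP1 lowers signal. Cells were CHO-M1 treated 30 min at 37C with test compounds plus a little lithium; AC50 values came from Hill-equation fitting.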
Epigenetic derep: regulators of epigenetic silencing causing reporter derepression in mouse cells; 280,000 compounds, 0.2% hits; AID 1865; Potency, µM (top dose mostly 53.9 µM), for inactives: at the top dose GFP activation, usual class: activators; murine LDR cells, GFP reporter derepression, 30 h; further: potency means the concentration at half of the fitted maximal effect; % of control where 0% means no effect; nearly all actives have a fitted effect of over 60% in size
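Readout is the number of GFP-expressing murine LDR cells, counted by cytometry following washing. Cells were treated with compound for 30 h at 37 C; the stably integrated CMV-GFP locus is normally silent.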
Luc counter: counter-screen: inhibitors of Kinase-Glo firefly luciferase; Q27757; 200,000 compounds, 0.28% hits; Kinase-Glo luciferase, ATP luminescence, 8 min; Potency, µM (series often up to 38.3 µM), without a hit: at the top dose activity change, negative = inhibition, most hits filed as inhibitors; further: potency means the concentration at half of the fitted maximal effect; on the % scale 0 is the no-effect control and ±100 the full control effect; nearly all actives have a fitted effect of over 60% in size
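Substrate mix (final 50 mM imidazole pH 7.2, 50 mM KCl, 7 mM MgCl2, 10 uM ATP, 0.01% Tween 20, 0.05% BSA) plus pin-tool compound, then Kinase-Glo detection mix; 8 min ambient, luminescence read.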
NPSR antagonist: blocks cAMP signaling of the human neuropeptide S receptor. Potency, µM (top dose mostly 38.3 µM), inactives show top-dose activity change, negative = inhibition, hits mostly inhibitors. AID 1461. 220,000 compounds, 1% hits. Q6W5P4. CHO-NPSR cells, cAMP TR-FRET, antagonist mode; further: potency means the concentration at half of the fitted maximal effect; on the % scale 0 is the no-effect control and ±100 the full control effect; nearly all actives have a fitted effect of over 50% in size; many of its hits are not listed in these tables
CBFb RUNX1 block: inhibitors of human CBF-beta and RUNX1 interaction | 230,000 tested, under 10 active | Q01196+Q13951 | Potency, µM (highest dose often 59.8 µM), without a hit: at the highest dose activity, negative = inhibition, most hits filed as inhibitors | AlphaScreen CBFb-His/RUNX1-biotin binding, biochemical; further: % of control where 0% means no effect
Target sequence (Q01196 whole entry, looked up): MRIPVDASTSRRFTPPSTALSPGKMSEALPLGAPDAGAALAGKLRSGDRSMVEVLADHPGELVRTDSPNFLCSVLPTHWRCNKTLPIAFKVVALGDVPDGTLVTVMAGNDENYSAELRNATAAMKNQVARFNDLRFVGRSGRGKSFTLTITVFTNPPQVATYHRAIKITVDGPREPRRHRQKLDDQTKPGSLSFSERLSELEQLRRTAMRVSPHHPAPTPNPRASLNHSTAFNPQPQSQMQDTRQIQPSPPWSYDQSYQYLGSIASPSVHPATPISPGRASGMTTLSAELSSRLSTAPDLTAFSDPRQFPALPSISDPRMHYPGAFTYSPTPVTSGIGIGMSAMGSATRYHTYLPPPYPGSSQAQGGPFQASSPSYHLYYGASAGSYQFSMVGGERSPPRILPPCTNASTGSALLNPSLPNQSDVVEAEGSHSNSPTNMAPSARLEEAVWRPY
Target sequence (Q13951 whole entry, looked up): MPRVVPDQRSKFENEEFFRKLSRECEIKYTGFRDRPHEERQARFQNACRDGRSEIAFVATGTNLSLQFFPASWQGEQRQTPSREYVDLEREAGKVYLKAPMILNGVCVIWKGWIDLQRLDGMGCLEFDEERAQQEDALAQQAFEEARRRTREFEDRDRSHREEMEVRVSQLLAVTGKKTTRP
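His-tagged CBF-beta and biotinylated RUNX1 (30 nM each) were premixed 20 min at room temperature, exposed to compound for 15 min, then given nickel-chelate and streptavidin AlphaScreen beads (50 ng each). After 90 min, AlphaScreen signal was read.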
LMNA splice mod: LMNA splicing modulation | AID 1487 | HeLa LMNA splicing GFP/RFP minigene ratio, 48 h | 200,000 compounds, 0.01% hits | Potency, µM (series often up to 46.1 µM), for inactives: top-dose ratio change, negative = inhibition, usual class: inhibitors; active means well fitted inhibition curve with a large enough effect in the signal ratio, with a control signal flat, not every such curve was filed as active; inconclusive means small, poorly fitted or top-dose-only effect, or effect the other way, or a change in a side signal; the % refers to the signal ratio; further: potency means the concentration at half of the fitted maximal effect; on the % scale 0 is the no-effect control and ±100 the full control effect
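S3 HeLa stable clones carrying a lamin A-EGFP splicing minigene plus DsRed2 were seeded at 600 cells/well in Opti-MEM with 2% FBS, pin-dosed and incubated 48 h at 37°C. Acumen cytometry (488 nm) gave the GFP/RFP total-intensity ratio.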
aGal spleen mod: alpha-galactosidase A (human) modulation; P06280; human spleen homogenate, 4MU-alpha-Gal fluorescence, 40 min; Potency, µM (titrated, usually from 80 µM), without a hit: top-dose activity change, negative = inhibition, actives largely listed as inhibitors; 240,000 compounds, 0.008% hits; AID 2107;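 further: potency means the concentration at half of the fitted maximal effect; 0% = enzyme with vehicle and -100% = no enzyme basal signal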
Target sequence (P06280 32-429 limits assumed): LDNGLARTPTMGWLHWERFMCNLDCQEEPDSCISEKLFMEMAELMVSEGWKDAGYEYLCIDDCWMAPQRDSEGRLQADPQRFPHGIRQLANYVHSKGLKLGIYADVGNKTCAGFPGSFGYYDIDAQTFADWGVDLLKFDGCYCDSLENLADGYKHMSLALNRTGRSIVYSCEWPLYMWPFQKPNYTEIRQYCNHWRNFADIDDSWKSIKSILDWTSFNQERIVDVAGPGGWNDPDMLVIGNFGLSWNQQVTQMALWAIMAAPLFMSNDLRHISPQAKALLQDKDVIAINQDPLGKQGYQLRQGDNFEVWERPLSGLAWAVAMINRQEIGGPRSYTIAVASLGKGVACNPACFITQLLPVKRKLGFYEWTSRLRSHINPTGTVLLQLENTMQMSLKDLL
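Human spleen homogenate (1 ug) as enzyme source, 4-methylumbelliferyl-alpha-D-galactopyranoside 1 mM final, citrate/phosphate pH 5.0 with 0.01% Tween-20. Compounds 40 min at 37C, NaOH/glycine stop; fluorescence Ex 365/Em 440, Hill-fit AC50.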
* = called active by the depositor; ? = inconclusive; . = no result given; & = joins results of further samples; [ ] = remark or other dose. Unless noted, the call rests on the fitted dose curve; in most records, active means well fitted curve in the direction sought with a large enough effect; inconclusive means small, poorly fitted or top-dose-only effect, or another doubt; inactive means no such curve, though single readings can be large; an effect the other way counts as inactive or inconclusive.

molecule | IMPase Li inh | Epigenetic derep | Luc counter | NPSR antagonist | CBFb RUNX1 block | LMNA splice mod | aGal spleen mod
CCOc1ccc(OCC)c(NC(=O)C2C3C=CC(O3)C2C(=O)NCc2ccco2)c1 (configuration not stated) | -4.3%[38.3 µM] | -1.8% | 4.4% | -4.4%[46.1 µM] | 2.5% | 1.7% | -7.8%
CCCCOc1ccc(Cl)cc1CSc1nncn1N | 30.1%[38.3 µM] | 0.0% | -1.5% | -8.9%[46.1 µM] | 4.3% | 5.2% | -2.7%
CC(NC(=O)C(=O)N/N=C\c1cccc([N+](=O)[O-])c1)c1ccccc1 (configuration not stated) | -4.0% | -7.1% | 1.2% | -2.1% | 0.8% | . | 6.8%
CC(C)C(c1nnnn1CCc1ccccc1)N1CCC(C(N)=O)CC1 (configuration not stated) | 3.2% | -0.1% | 0.3% | -2.0% | -0.1% | . | -4.1%
CCC(C)NC(=O)C1CCCN(C(=O)NC2CCCCC2)C1 (configuration not stated) | -6.3%[38.3 µM] | -2.3% | 2.2% | -4.9%[46.1 µM] | 0.7% | 6.0% | -4.9%
COc1ccc(-c2cc(-c3c(O)c(OC)c4occc4c3OC)[nH]n2)cc1OC | 5.7%[38.3 µM] | -1.1% | -2.9% | -28.8%[46.1 µM] | -24.1% | -7.0% | -2.1%
Cc1ccc(S(=O)(=O)n2[nH]c(=O)cc2NC(=O)c2cccs2)cc1 | 2.5% | -0.5% | . | -4.9% | -18.8% | . | 16.5%
COc1cc2c(cc1OC)C(c1ccccc1)=NCC2 | 7.8%&-0.3% | -1.1%&-3.2% | 3.0%&2.5% | 16.9% | -15.0%&5.5% | -13.6% | -3.8%&-4.5%
N#Cc1c(N2CCCC2)nc(N)c2c(N)nc(N3CCCC3)cc12 | -9.2%[38.3 µM] | -7.9% | 0.7% | -7.2%[46.1 µM] | ? | -3.1% | 12.6%
COc1ccc(Cl)cc1S(=O)(=O)N1CCN(CC(=O)C(C)(C)C)CC1 | 0.8% | 0.9% | -2.2% | -2.9%[46.1 µM] | 5.6% | -6.2% | -3.6%
COc1ccc(C(=O)Cc2ccccc2)cc1OC | 3.2% | 7.4% | 3.0% | 10.4% | 8.2% | 3.5% | -0.8%
Cc1noc(C)c1S(=O)(=O)N(CC(=O)N1CCCCCC1)c1ccc(C(C)C)cc1 | 37.1%[activator][38.3 µM] | -0.7% | -0.6% | ? | -1.4% | 6.4% | 6.3%
COc1ccc(N2CCN(CCNC(=O)c3c(C)cc(=O)oc3C)CC2)cc1 | -14.7%[38.3 µM] | 5.7% | -6.7% | -12.6%[46.1 µM] | -13.2% | -5.1% | 9.7%
COCC1CCN(c2nc3nonc3nc2N2CCSCC2)C1 (configuration not stated) | 12.8% | 0.0% | -1.5% | 7.9% | 9.2% | ? | -9.9%
N#Cc1cn(CC(=O)N2CCCc3ccccc32)c2ccccc12 | 13.0% | -1.0% | 2.7% | -6.3% | -2.9% | -6.3% | 5.1%
Cc1ccc(NCc2nnc(SCC(N)=O)n2CC2CCCO2)c(C)c1 (configuration not stated) | -3.0% | -2.0% | 2.3% | 1.4%[46.1 µM] | 2.1% | -5.5% | -3.8%
COc1ccc(CC(NC(C)=O)C(=O)NC2CCN(S(=O)(=O)c3ccc(NC(C)=O)cc3)CC2)cc1OC (configuration not stated) | 1.7% | 1.1% | -1.5% | -16.8% | -4.3% | . | 1.8%
O=C1NC(NS(=O)(=O)c2ccccc2)(C(F)(F)F)C(=O)N1c1ccc(F)cc1 (configuration not stated) | -7.2% | 3.2%&5.6% | 5.6% | 2.3%[46.1 µM] | -6.7% | -5.4% | -1.8%
CC1=CC(C)(C)NC(=O)N1c1ccc(C)cc1 | -1.4% | -1.4% | -2.9% | 13.9% | 0.0% | . | -1.4%
CCCCOc1ccc(NC(=O)CSCC(=O)OCC)cc1 | -8.7%[38.3 µM] | -0.2% | -1.1% | -0.5%[46.1 µM] | -3.7% | -4.7% | -17.8%

Next section.
molecule | IMPase Li inh | Epigenetic derep | Luc counter | NPSR antagonist | CBFb RUNX1 block | LMNA splice mod | aGal spleen mod
CN(C)S(=O)(=O)NCCNC(=O)c1cc(OCC(F)(F)F)ccc1OCC(F)(F)F | ? | -4.0% | -2.5% | -13.6% | -4.9% | . | 0.3%
COC(=O)c1c(-c2cc(OC)c(OC)c(OC)c2)c2ccnc(OCc3ncccn3)c2c(=O)n1Cc1ccnc(C)c1 | -8.1%&16.3% | 0.0%&2.4% | -2.7%&5.4% | ? | 18.0% | ? | 14.0%&-10.2%
C/C(=C\C(=O)c1ccc(F)cc1)Nc1ccc(N2CCOCC2)cc1 | 5.8% | 0.0% | -1.9% | -16.3%[46.1 µM] | ? | -18.2% | 3.7%
CCC1(CC)Nc2ccccc2C(=O)N1c1ccc(NC(C)=O)cc1 | -15.1%[38.3 µM] | -1.2% | 13.7% | -15.0%[46.1 µM] | -5.6% | -1.4% | -4.0%
Cc1nc(SCC(=O)c2cccs2)c2oc3ccccc3c2n1 | 47.3%[activator][38.3 µM] | -1.9% | -4.4% | -21.2%[46.1 µM] | 4.3% | ? | -26.6%
CC(O)CNc1nc2ccccc2n1CC(=O)NCC(F)(F)F (configuration not stated) | 14.5% | -2.0% | 3.1% | 10.2% | -3.3% | 2.7%[46 µM] | -5.1%
COc1cc(/C=C(\C#N)c2nc3ccc(C)cc3[nH]2)cc([N+](=O)[O-])c1O | -1.9% | -1.0% | -0.4% | -46.3% | ? | 3.2%[46 µM] | -2.1%
CC(CP(=O)(O)O)NC(=O)Cc1ccccc1 (configuration not stated) | -5.8%[38.3 µM] | 3.4% | -2.9% | 1.6%[46.1 µM] | 2.0% | 4.7% | 12.1%
O=C(O)c1cc(-c2ccc(/C=N/N3C(=O)C4C5C=CC(CC5)C4C3=O)o2)ccc1Cl (configuration not stated) | -2.7% | 8.1% | 5.5% | -0.3% | 8.8% | -3.5%[46 µM] | 0.4%
COc1cc(OC)cc(C(=O)Nc2ccc(-c3nc4ccccc4o3)c(O)c2)c1 | -15.1%[38.3 µM] | 1.4% | 0.3% | 8.3%[46.1 µM] | 6.8% | -7.6% | 12.6%
Brc1ccc(-c2csc(/N=C/N3CCCC3)n2)cc1 | 5.9% | 1.3% | -1.7% | 4.0% | -21.8% | -0.4%[46 µM] | 8.2%
COc1ccc(S(=O)(=O)N2CCCC2C(=O)NCc2ccccc2Cl)cc1 (configuration not stated) | 9.3% | 2.5% | -2.0% | -1.0% | 3.8% | 20.4%[46 µM] | 2.9%
N/C(Cc1ccc([N+](=O)[O-])cc1)=N\OC(=O)CC1CCCCC1 | -2.9% | 0.0% | -1.1% | -24.4% | -11.8% | -1.1% | -2.5%
CCC(=O)c1ccc(O)cc1 | -0.1% | -4.6% | -1.4% | 6.5% | -12.6% | -2.0% | -16.7%
Cc1cc(OCc2nc(-c3ccncc3)no2)cc(C)c1Cl | -0.4% | 3.1% | 1.5% | -10.3% | 2.1% | ? | -0.3%
CCN1C(=O)c2cccc3c(S(=O)(=O)Nc4nc(C)cs4)ccc1c23 | -0.5%[38.3 µM] | -1.0% | -2.9% | -9.1%[46.1 µM] | -1.4% | ? | 8.6%
O=C(NC(NC(=S)Nc1ccc(Cl)cc1)C(Cl)(Cl)Cl)c1ccco1 (configuration not stated) | 10.6% | -1.0% | 2.0% | -8.7% | -5.7% | ? | 3.2%
Cc1oc(-c2cc(F)cc(F)c2)nc1CN1CCSCC1 | 1.8% | -0.1% | -4.5% | -3.6% | 3.3% | 11.2%[46 µM] | -2.2%
C=CCNC(=S)Nc1cccc2[nH]ncc12 | -3.9% | 3.9% | -2.6% | 17.5% | 4.0% | 18.5%[46 µM] | 8.4%
CC(C)CC(COCc1ccc(Cl)cc1)N1CCN(C(=O)c2ccc(Cl)cc2Cl)CCC1=O (configuration not stated) | 9.0% | -1.1% | -0.8% | ? | -5.1% | ? | 9.9%

Going on with the list.
molecule | IMPase Li inh | Epigenetic derep | Luc counter | NPSR antagonist | CBFb RUNX1 block | LMNA splice mod | aGal spleen mod
Cc1cc(F)c(F)c(C(=O)N2CCN(C)CC2)c1Cl | 2.9%[38.3 µM] | 0.0% | 2.3% | 5.1%[46.1 µM] | 0.2% | 1.6% | -4.0%
Cc1cc(NC(=O)c2cc(-c3ccc(O)cc3)on2)no1 | . | 2.0% | . | -5.3% | -1.1% | . | -11.5%
COc1nc(NCCc2ccc(OC)c(OC)c2)nc(OC)n1 | -6.1%[38.3 µM] | 0.0% | -3.4% | -13.3%[46.1 µM] | -1.5% | ? | 28.6%
CC1(C)C(=O)Nc2ccccc2N1C(=O)CSc1nc(-c2ccccc2)cs1 | 6.9% | 6.3% | -1.3% | 0.7% | 4.0% | ? | -1.2%
O=c1c2ccccc2c2ccccc2c(=O)n1Cc1ccco1 | 5.7%[38.3 µM] | 0.7% | -0.2% | -11.8%[46.1 µM] | -1.8% | 6.2% | 0.0%
CC1=C(C(=O)Nc2cccc([N+](=O)[O-])c2)C2(CCC(C)CC2)OC1=O (configuration not stated) | -4.2% | -3.5% | 3.5% | -8.0% | -4.2% | . | 3.8%
Cc1cccc(N=Nc2c(C)nn(-c3ccccc3)c2N)c1C | 12.6% | -1.5% | 4.5% | -34.0% | ? | ? | -7.2%
CN(C)S(=O)(=O)c1ccc(C(=O)Nc2ccc(F)cc2F)cc1 | 16.8%[38.3 µM] | 0.0% | 0.2% | -6.7%[46.1 µM] | 6.2% | -11.2% | 0.6%

Whole records, quoted from the list. Values in the order: IMPase Li inh, Epigenetic derep, Luc counter, NPSR antagonist, CBFb RUNX1 block, LMNA splice mod, aGal spleen mod
Profile of `CC(CP(=O)(O)O)NC(=O)Cc1ccccc1` (configuration not stated) → -5.8%[38.3 µM], 3.4%, -2.9%, 1.6%[46.1 µM], 2.0%, 4.7%, 12.1%
Profile of `Cc1oc(-c2cc(F)cc(F)c2)nc1CN1CCSCC1` → 1.8%, -0.1%, -4.5%, -3.6%, 3.3%, 11.2%[46 µM], -2.2%
Profile of `Cc1noc(C)c1S(=O)(=O)N(CC(=O)N1CCCCCC1)c1ccc(C(C)C)cc1` → 37.1%[activator][38.3 µM], -0.7%, -0.6%, ?, -1.4%, 6.4%, 6.3%

Only part of the results is shown. The share of hits here may be higher or lower than overall.
